Screens (PubChem)
CHRM5 agonist: human M5 muscarinic receptor agonists, primary screen, CHO-K1 cells, Fluo-8 calcium fluorescence; CHO-K1 hM5 cells; 0% DMSO wells, 100% maximal acetylcholine response; activation, % at 3 µM; 360,000 compounds, 0.19% hits; AID 624037, 2012;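 active = activation above the run's mean over test compounds plus 3 SD, cut at about 23% in these data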;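 note: signal is peak over basal fluorescence ratio across the kinetic read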
M1 ag: human M1 muscarinic receptor agonists, primary screen, Fluo-8 calcium fluorescence, CHO-K1 cells, HTS; CHO-K1 hM1, agonist mode; 0% DMSO, 100% acetylcholine EC100; activation, % at 3 µM; 360,000 compounds, 0.33% hits;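 active = activation above the run's mean compound activation plus 3 SD, cut at about 16% in these data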;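 note: peak over basal fluorescence ratio within a 140 s kinetic read after compound addition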
M4 ag: human M4 muscarinic receptor agonists, primary screen, CHO-K1 cells, Fluo-8 calcium fluorescence | CHO-K1 hM4/Gqi5; vehicle 0%, full acetylcholine response 100% | activation, % at 3 µM | 360,000 compounds, 0.14% hits;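 active = activation above the run mean over all test wells plus 3 SD, cut at about 32% in these data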;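 note: peak over basal fluorescence ratio per well then scaled between controls; 0% = DMSO wells and 100% = acetylcholine at EC100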
Target sequence (P08173 whole entry, looked up): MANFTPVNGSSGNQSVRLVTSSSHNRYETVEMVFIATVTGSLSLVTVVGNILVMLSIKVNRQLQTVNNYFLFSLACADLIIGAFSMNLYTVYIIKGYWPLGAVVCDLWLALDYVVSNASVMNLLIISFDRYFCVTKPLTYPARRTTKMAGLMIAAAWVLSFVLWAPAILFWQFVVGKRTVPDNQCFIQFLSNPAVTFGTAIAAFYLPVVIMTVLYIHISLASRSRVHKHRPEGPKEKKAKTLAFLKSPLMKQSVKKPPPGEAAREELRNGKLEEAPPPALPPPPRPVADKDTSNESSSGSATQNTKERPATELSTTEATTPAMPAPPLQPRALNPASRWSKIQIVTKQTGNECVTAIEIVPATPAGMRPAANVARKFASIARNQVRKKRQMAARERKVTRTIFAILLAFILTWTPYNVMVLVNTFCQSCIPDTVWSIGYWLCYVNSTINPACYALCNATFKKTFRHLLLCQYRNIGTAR
CHRM1 antagonist: human M1 muscarinic receptor antagonists, primary screen, CHO-K1 cells, Fluo-8 calcium fluorescence, 1536-well. inhibition, % at 3 µM. CHO-K1 hM1, ACh EC80 antagonist. 360,000 compounds, 1.3% hits. Muscarinic acetylcholine receptor M1 (Homo sapiens), P11229. AID 588852, 2011;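 active = percent inhibition above its own plate's cutoff, namely the mean of that plate's compound wells plus 3 SD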;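 note: peak over basal fluorescence ratio during 140 s after agonist addition; 0% = ACh EC80 plus DMSO and 100% = DMSO alone without agonist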
CHRM5 PAM: human M5 muscarinic receptor positive allosteric modulators, primary screen, CHO-K1 cells, Fluo-8 calcium fluorescence | CHO-K1 hM5, ACh EC20 PAM; 0% = ACh EC20, 100% = ACh EC100 | 360,000 compounds, 0.3% hits | activation, % at 3 µM | Muscarinic acetylcholine receptor M5 (Homo sapiens), P08912;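 active = activation above the run cutoff, the mean activation of all test compounds plus 3 SD, cut at about 18% in these data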
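system = human M5 receptor in CHO-K1 cells | reagent = EC20 acetylcholine as agonist stimulus | compound dosing = single-point, 3 µM nominal | incubation = Fluo-8 loading 80 min at 37 °C plus 30 min room temperature | detection = Fluo-8 calcium dye fluorescence, kinetic read | benchmarks = low control EC20 acetylcholine (0%), high control EC100 acetylcholine (100%)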
M4 antag: human M4 muscarinic receptor antagonists, primary screen, CHO cells, Fluo-8 calcium fluorescence. CHO-hM4 cells, ACh EC80. AID 624125, 2012. 360,000 compounds, 0.73% hits. inhibition, % at 3 µM. Muscarinic acetylcholine receptor M4 (Homo sapiens), P08173;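 active = inhibition above its plate's cutoff, the mean inhibition of sample wells plus 3 SD, cut at about 27% in these data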;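 note: 0% = acetylcholine EC80 with DMSO and 100% = DMSO without agonist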
M5 antag: human M5 muscarinic receptor antagonists, primary screen, CHO cells, Fluo-8 calcium fluorescence. CHO-hM5 cells, ACh EC80. Muscarinic acetylcholine receptor M5 (Homo sapiens), P08912. 360,000 compounds, 0.59% hits. inhibition, % at 3 µM;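 active = inhibition above a per-plate cutoff, the mean of that plate's test compounds plus 3 SD, cut at about 27% in these data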;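 note: 0% = acetylcholine EC80 with DMSO and 100% = DMSO without agonist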
TAAR1 agonist: human TAAR1 agonists, primary screen, Fluo-8 calcium fluorescence, CHO RD-HGA16 cells; Trace amine-associated receptor 1 (Homo sapiens), Q96RJ0; activation, % at 3 µM; 360,000 compounds, 0.99% hits; vehicle wells 0%, saturating PEA agonist 100%;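 active = activation above the mean activation of all test compounds in the run plus 3 SD, cut at about 38% in these data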
Target sequence (Q96RJ0 whole entry, looked up): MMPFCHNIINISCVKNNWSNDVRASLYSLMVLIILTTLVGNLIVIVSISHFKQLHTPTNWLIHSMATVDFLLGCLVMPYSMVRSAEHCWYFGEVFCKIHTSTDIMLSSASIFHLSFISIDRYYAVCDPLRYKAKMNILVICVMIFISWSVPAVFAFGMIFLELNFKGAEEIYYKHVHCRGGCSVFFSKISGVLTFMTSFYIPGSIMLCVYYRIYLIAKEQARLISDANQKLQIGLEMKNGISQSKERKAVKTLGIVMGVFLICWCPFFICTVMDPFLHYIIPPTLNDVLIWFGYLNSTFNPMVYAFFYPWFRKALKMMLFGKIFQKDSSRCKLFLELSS
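Assay system – CHO-derived RD-HGA16 cells with stable Gα16 and human TAAR1 · Compound dosing – one-point dosing at 3 µM (nominal) · Incubation – 17-24 h seeding, 75 min 37 °C dye, 30 min RT · Measured by – kinetic Fluo-8 calcium fluorescence · Control set – DMSO vehicle as 0%, PEA at EC100 as 100% · Repeats – single well for each compound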
CHRM1 PAM: human M1 muscarinic receptor positive allosteric modulators, primary screen, CHO-K1 cells, Fluo-8 calcium fluorescence, 1536-well. Muscarinic acetylcholine receptor M1 (Homo sapiens), P11229. CHO-K1 hM1, ACh EC20; 0% = ACh EC20, 100% = maximal ACh. activation, % at 3 µM. 360,000 compounds, 0.088% hits; in the data active = activation above about 19%, passing the limit was not always enough
* hit, by the source's call; x = no result given. Not all compounds are listed; the hit share may differ from the screen's.

SMILES	CHRM5 agonist	M1 ag	M4 ag	CHRM1 antagonist	CHRM5 PAM	M4 antag	M5 antag	TAAR1 agonist	CHRM1 PAM
CC(C)NC(=S)N1CCN(C/C=C/c2ccccc2)CC1	-11	-15	2	4	-7	-11	2	3	-4
c1ccc(COc2ccc(CNCc3cccs3)cc2)cc1	-10	-5	7	41*	-10	33*	5	37	-23
NC(=S)N/N=C\c1ccc(-c2cccc(Cl)c2Cl)o1	-4	-3	-1	-5	-9	-4	15	10	3
COc1ccc(S(=O)(=O)NCc2ccccn2)cc1NC(=O)c1ccccc1F	-2	-8	3	-10	3	-9	12	-2	8
O=C(c1ccc(S(=O)(=O)N2CCOCC2)cc1)N1CCN(c2ccccn2)CC1	1	-6	1	6	2	6	4	7	5
O=C(CN1CCc2ccccc21)NCc1ccc2c(c1)OCO2	-2	-8	0	1	-3	-2	6	5	0
Cc1ccc(-c2csc(N3CCN(c4ccc5nc(-c6ccncc6)n(CCN6CCCCC6)c5c4)CC3)n2)cc1	-2	-9	3	8	-1	5	5	x	-5
CCCCNC(=O)C1(C)CCCCN1Cc1ccccc1-c1ccccc1 (stereo unspecified)	-2	-7	-2	31*	-18	-7	10	13	-25
COC(=O)CCCC(=O)N1CCC(CCC(=O)NC2CC2)CC1	0	-2	1	-9	5	-3	-10	3	12
Cc1ccc2nc(C)c3c(c2c1)SCC3	-7	-4	-1	-6	11	0	-2	-1	4
CCOc1ccccc1N(CC(=O)O)S(=O)(=O)c1ccc(C)cc1	-5	-3	1	-3	0	-1	0	7	7
CCCNC(=O)c1c(NC(=O)C2COc3ccccc3O2)sc2c1CCCC2 (stereo unspecified)	1	-2	0	2	-5	6	0	6	2
CCOC(=O)N1CCN(C(=O)c2ccc(NS(=O)(=O)c3ccc(C)cc3)cc2)CC1	1	4	4	0	-9	4	20	5	0
O=C(OCC(=O)N(CCc1ccccc1)Cc1ccccc1)c1cc(S(=O)(=O)N2CCOCC2)ccc1F	-2	-3	9	1	-16	4	11	4	-3
COc1ccccc1NC(=S)N(Cc1ccccc1)Cc1cccnc1	-1	-6	2	-1	2	-7	3	0	5
Cc1ccc(-n2c(C)csc2=N)cc1	-1	-4	-2	-4	10	4	1	10	4
O=C(CCc1ccccc1Cl)Nc1ccc(S(=O)(=O)N2CCOCC2)cc1	6	-2	6	13	-1	-6	0	8	-6
Cc1onc(-c2ccccc2Cl)c1C(=O)OCC(=O)c1c(N)n(C)c(=O)n(C)c1=O	-2	-6	8	-11	-8	-13	16	7	-1
Cc1cc(C(=O)NC2CCCc3c2cnn3-c2ccc(C(C)(C)C)cc2)nn1C (stereo unspecified)	-1	2	12	33*	-16	20	35*	-2	-7
CC(C)(C)n1ncc2c(=O)n(CC(=O)N3CCCc4ccccc43)cnc21	0	-2	4	-8	-6	-2	4	14	4
O=C(CCCN1C(=O)/C(=C/c2ccccc2)SC1=S)Nc1ccc(C(=O)O)c(O)c1	-2	-1	-1	-10	2	-2	4	3	11
CCCCC(=O)Nc1ccc(NC(=S)NC(=O)CC)cc1OC	1	-7	0	-9	16	-5	-12	-1	11
CCCCCN(C(=O)CCC(=O)OCc1ccccc1F)c1c(N)n(CCCC)c(=O)[nH]c1=O	-2	-3	-1	-7	6	-2	0	1	7
Cc1noc(C)c1C(=O)OCC(=O)N(C)C1CCS(=O)(=O)C1 (stereo unspecified)	-2	-7	1	-5	1	-3	-3	9	5
COc1ccc(CN=C(N)N=C(N)N)cc1Cl	-8	-4	1	-4	4	3	-1	3	4
N#CCCN(Cc1cccnc1)S(=O)(=O)c1ccc2ccccc2c1	3	-2	2	4	-1	11	8	-4	-1
COc1ccc(Nc2nc(C)c(-c3ccccc3)s2)cc1	-4	-9	0	-10	10	-14	-4	4	1
c1csc(-c2nnc3ccccn23)c1	0	-5	-1	-8	-4	2	7	18	3
C=CCOC(=O)C1=C(C)NC(=O)NC1c1ccc(OCC)cc1 (stereo unspecified)	-8	-5	0	-10	-4	6	11	6	6
Cc1ccc2c(c1)N(C)/C(=C/c1cccc[n+]1C)S2	-1	-10	-1	7	-3	6	8	0	-3
Cc1nn2c(COc3ccc(NC(=O)c4ccccc4Cl)cc3)nnc2c2ccccc12	-1	-4	8	0	-6	-15	13	4	-3
Cc1sc2nc(CN3CCOCC3)[nH]c(=S)c2c1C	1	-3	4	6	2	-5	3	5	7
CC(=O)N(c1ccccc1)C(C(=O)c1ccccc1)c1ccccc1 (stereo unspecified)	-8	-6	5	-11	4	-5	4	1	2
O=C(C1=C(O)C(=O)N(CCCn2ccnc2)C1c1ccccc1)c1ccco1 (stereo unspecified)	-4	0	1	-11	1	3	17	x	16
CC(C)(C)C(=O)CCN1C(=O)C2(OCCO2)c2ccccc21	-2	-4	1	5	0	-2	-5	3	-4
COc1ccc(NC(=S)NCC2CCCO2)c(OC)c1 (stereo unspecified)	0	-3	0	2	-1	0	2	10	-3
O=C1NC(c2cccc(Cl)c2)Oc2ccccc21 (stereo unspecified)	-3	-1	0	-21	-4	-6	3	0	15
CCn1cc(C(=O)N2CCN(C3CCCCC3)CC2)c2cc(OC)c(OC)cc2c1=O	0	-7	0	-19	12	1	-6	7	5
COc1ccc2c(c1OC)C(=O)N(c1ccc(F)cc1)C2	-7	-4	0	-11	1	-8	1	-2	13
COc1ccccc1OCc1ccc(C(=O)Nc2ccc(Cl)cn2)o1	-6	-8	1	-1	-7	-3	9	1	3
CC(C)C[C@H](NC(=O)N1c2ccccc2NC(=O)[C@@H]1C(C)C)C(=O)N1CCC[C@@H]1C(=O)O	2	-3	3	-6	5	-21	-1	2	3
Cc1nc2ncnn2c(C)c1CCC(=O)N1CC(C)CC(C)C1 (stereo unspecified)	1	-3	0	6	2	9	-1	13	-1
Cc1ccc(S(=O)(=O)Nc2ccc(Cl)cc2)cc1NC(=O)c1cc2c(s1)CCCC2	-3	-4	0	5	-13	-8	0	0	-3
O=C(NCc1nc(-c2ccc(C(F)(F)F)cc2)no1)Nc1cc(Cl)cc(Cl)c1	-1	2	5	13	-8	17	20	8	-1
COc1ccc(C2(c3ccc(OC)cc3)NC(=O)N(CC(=O)N(C)c3ccccc3)C2=O)cc1	5	3	19	-2	-5	-3	6	16	1
O=C(CSc1nnc(NC(=O)c2ccco2)s1)Nc1ccc(F)cc1F	-1	1	1	-3	-8	3	11	0	6
N#C/C(=N\Nc1cccc([N+](=O)[O-])c1)C(=O)c1ccc(Br)cc1	5	1	12	10	-14	9	8	3	2
C=CCNc1ncnc2c1ncn2[C@H]1CN(Cc2ccc3c(c2)OCO3)C[C@@H](CO)O1	2	0	2	-8	5	-5	14	1	8
O=C(NCc1ccccc1F)c1ccc2c(c1)OCO2	1	-4	1	2	-8	4	6	18	0
Cc1no[n+]([O-])c1COc1ccc(/C=C2\NC(=S)NC2=O)cc1	-5	-1	0	-5	1	4	2	11	7
CCN(C(=O)COC(=O)c1ccc(C=O)cc1)c1c(N)n(Cc2ccccc2)c(=O)[nH]c1=O	4	-1	2	2	10	7	2	3	9
O=C(c1ccccc1Cc1ccccc1)N1CCN(S(=O)(=O)c2ccccc2F)CC1	3	-2	7	3	-10	14	19	6	-5
Oc1cccc2ccc(/C=C/c3ccc(Br)s3)nc12	4	-3	-1	-5	4	1	-14	13	6
Cc1ccc2[nH]c(=O)c(CN(CCCO)S(=O)(=O)c3cccc4nsnc34)cc2c1	1	-2	6	10	-7	2	8	5	-8
CC(C)(C)NC(=O)C(c1ccc(F)cc1)N(Cc1ccccc1Cl)C(=O)c1ccn[nH]1 (stereo unspecified)	-3	-4	3	-7	0	-7	-2	6	6
Cc1ncc(S(=O)(=O)c2ccccc2)c(-c2ccc(Cl)cc2Cl)n1	-6	-1	-2	-5	-10	12	8	-1	-1
Cc1cccc(C(=O)NC2CCN(CC(=O)NCc3cccs3)CC2)c1	-1	-5	1	1	1	-1	7	1	-4
Cc1cc(NC(=O)CN2C(=O)CC(c3ccco3)Sc3ccccc32)no1 (stereo unspecified)	2	-9	0	-25	2	-7	-4	x	11
O=C(c1cc(COc2ccc(F)cc2Cl)on1)N1CCCCCC1	-4	-5	4	2	-8	-9	6	1	-6
CN1c2ccccc2C2(C)CCCC3=Cc4cc([N+](=O)[O-])cc([N+](=O)[O-])c4OC312 (stereo unspecified)	-3	-5	0	-8	-2	-4	0	-1	4

Next results
SMILES	CHRM5 agonist	M1 ag	M4 ag	CHRM1 antagonist	CHRM5 PAM	M4 antag	M5 antag	TAAR1 agonist	CHRM1 PAM
Cc1ccc(S(=O)(=O)N2CCCCC2)cc1NC(=O)CSc1ncn[nH]1	-3	-2	1	-11	0	3	2	-1	8
COc1ccc(OCC(O)Cn2c(N3CCCCC3)nc3c2c(=O)[nH]c(=O)n3C)cc1 (stereo unspecified)	3	-1	6	-13	-5	-8	8	7	4
O=C(NNC(=O)c1ccccc1F)c1ccc(S(=O)(=O)N2CCCC2)cc1	-1	-4	1	-3	3	-12	16	2	5
O=C(NCc1ccccc1)c1ccc2nc(-c3ccco3)c(-c3ccco3)nc2c1	5	-2	1	-14	7	-2	-2	6	10
CCCCCn1c(-c2ccco2)nc2nc3ccccc3nc21	0	-1	3	-10	-13	-6	7	4	8
O=C(CN1CCN(c2ccc(Cl)cc2)CC1)NCc1ccccc1	3	-2	4	4	6	5	-2	3	5
CCn1cc(C(=O)OCC(=O)OC2CC(C)CCC2C(C)C)c(=O)c2ccc(C)nc21 (stereo unspecified)	0	-2	5	6	-8	6	10	11	0
O=C(NC1CCCC1)C(c1ccncc1)N(C(=O)c1csnn1)c1ccccc1 (stereo unspecified)	-2	-2	-1	-12	3	0	10	0	14
CCC(=O)Nc1nc(C)c(C(=O)N2CCCCC2)s1	2	-4	2	-3	1	-2	-3	0	4
Brc1ccc(-c2nc(-c3ccncc3)no2)cc1	-1	-4	0	-8	5	-5	-2	1	6

Some of these compounds in order of formula weight, low to high:
SMILES	CHRM5 agonist	M1 ag	M4 ag	CHRM1 antagonist	CHRM5 PAM	M4 antag	M5 antag	TAAR1 agonist	CHRM1 PAM
CCC(=O)Nc1nc(C)c(C(=O)N2CCCCC2)s1	2	-4	2	-3	1	-2	-3	0	4
Brc1ccc(-c2nc(-c3ccncc3)no2)cc1	-1	-4	0	-8	5	-5	-2	1	6
O=C(NC1CCCC1)C(c1ccncc1)N(C(=O)c1csnn1)c1ccccc1 (stereo unspecified)	-2	-2	-1	-12	3	0	10	0	14
CCn1cc(C(=O)OCC(=O)OC2CC(C)CCC2C(C)C)c(=O)c2ccc(C)nc21 (stereo unspecified)	0	-2	5	6	-8	6	10	11	0
